PGC1a acetyl inh: inhibitors of PGC1a acetylation signal, primary screen, cell-based, U2OS, AlphaScreen, inhibitor mode; inhibition, % at 15.6 µM; 350,000 tested, 0.17% active; AlphaScreen anti-acetyl-lysine; with virally co-expressed GCN5 acetyltransferase;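 active = every replicate shows inhibition of at least 40%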;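 note: 0% = neutral control wells and 100% = positive control wells; some results beyond the cut were filed as inactive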
ERAP1 inh: human ERAP1 aminopeptidase inhibitors, primary screen, biochemical, single point, plate reader | Endoplasmic reticulum aminopeptidase 1 (Homo sapiens), Q9NZ08 | recombinant ERAP1, Leu-AMC fluorescence, 60 min | inhibition, % at 10.7 µM | 340,000 tested, 0.15% active;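 active = mean replicate inhibition of at least 30%, or all replicates individually reaching that 30% level; inactive = mean below 30% and not every replicate reaching it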;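 note: 0% = neutral control wells and 100% = L-leucinethiol positive control wells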
Target sequence (Q9NZ08 whole entry, looked up): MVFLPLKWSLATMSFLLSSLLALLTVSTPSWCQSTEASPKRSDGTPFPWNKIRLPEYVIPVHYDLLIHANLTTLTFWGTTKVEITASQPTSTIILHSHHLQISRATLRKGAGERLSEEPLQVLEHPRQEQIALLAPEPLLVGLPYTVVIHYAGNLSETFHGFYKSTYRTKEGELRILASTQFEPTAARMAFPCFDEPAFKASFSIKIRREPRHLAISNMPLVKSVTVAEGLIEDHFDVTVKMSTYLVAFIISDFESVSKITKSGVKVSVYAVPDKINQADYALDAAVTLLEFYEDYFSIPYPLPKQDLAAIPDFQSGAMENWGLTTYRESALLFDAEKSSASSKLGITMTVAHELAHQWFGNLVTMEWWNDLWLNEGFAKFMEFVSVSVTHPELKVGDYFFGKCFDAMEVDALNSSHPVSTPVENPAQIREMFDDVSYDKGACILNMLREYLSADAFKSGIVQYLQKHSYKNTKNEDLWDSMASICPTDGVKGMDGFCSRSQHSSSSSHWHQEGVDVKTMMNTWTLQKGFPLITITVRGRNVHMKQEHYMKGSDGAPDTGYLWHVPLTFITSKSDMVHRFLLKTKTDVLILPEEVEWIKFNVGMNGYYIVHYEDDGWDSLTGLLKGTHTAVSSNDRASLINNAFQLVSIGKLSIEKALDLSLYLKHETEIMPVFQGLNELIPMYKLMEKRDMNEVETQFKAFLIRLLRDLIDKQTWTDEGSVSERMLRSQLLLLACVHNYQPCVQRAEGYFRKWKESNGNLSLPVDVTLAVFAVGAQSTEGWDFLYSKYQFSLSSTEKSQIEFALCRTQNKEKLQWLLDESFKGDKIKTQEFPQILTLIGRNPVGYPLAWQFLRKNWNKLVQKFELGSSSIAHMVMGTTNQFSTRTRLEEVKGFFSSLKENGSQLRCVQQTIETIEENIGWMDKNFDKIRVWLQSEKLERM
LGR2 antag: inhibitors of bursicon-induced LGR2 CRE-luciferase signal, primary screen, cell-based, HEK293, CRE-luciferase reporter, bursicon stimulation; inhibition, % at 9.99 µM; Drosophila bursicon receptor LGR2 (rickets); 380,000 tested, 0.35% active; bursicon-stimulated, 4 h;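 active = drop in luminescence signal, shown as inhibition above about 50% in the replicate tests, limit read from the data, passing the limit was not always enough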;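 note: agonist challenge used bursicon conditioned medium at about half maximal strength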
FN deposition inh: inhibitors of fibronectin matrix deposition, primary screen, AH1F cells, Alexa488-fibronectin fluorescence, plate reader. AID 743247, 2014. inhibition, % at 12.6 µM. AH1F fibroblasts, overnight. 350,000 tested, 0.086% active;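 active = mean inhibition across replicates of 30% or more, regardless of how many single replicates reach that level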;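 note: positive control wells lacked labelled fibronectin entirely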
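Assay system: AH1F fibroblasts assembling fluorescent fibronectin matrix; Amount: 10000 AH1F cells per well; Buffer or medium: DMEM, 2% serum; Probe or stimulus: Alexa488-fibronectin, 24 nM final in well; Doses: single compound dose, delivered by pin transfer; Incubation: 1 h adhesion, overnight exposure; Measured by: fluorescence 485/525 nm; Read-out: fibronectin deposition inhibition.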
S100A4 MyoIIA: inhibitors of S100A4-myosin IIA peptide binding, primary screen, biochemical, fluorescence polarization, TAMRA-MyoIIA peptide; AID 652163, 2013; 360,000 tested, 0.14% active; inhibition, % at 10.7 µM; Protein S100-A4 (Homo sapiens), P26447;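 active = mean inhibition of at least 70% across replicates, with every replicate also reaching that level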
Target sequence (P26447 whole entry, looked up): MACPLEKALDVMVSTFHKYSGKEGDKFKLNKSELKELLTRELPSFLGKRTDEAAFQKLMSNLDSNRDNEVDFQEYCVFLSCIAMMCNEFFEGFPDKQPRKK
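Test system – S100A4 monomer (human) · Compound – single-point compound testing · Schedule – 5 min incubation before reading · Probe or stimulus – TAMRA-labelled myosin IIA heavy-chain peptide probe, 5 nM · Benchmarks – neutral control DMSO, positive control TFP · Medium – Calcium-containing HEPES buffer, pH 7.2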
PAX8 reporter: inhibitors of PAX8-driven TPO luciferase reporter, primary screen, RMG-I cells, single concentration. 360,000 tested, 1.2% active. AID 652154, 2013. inhibition, % at 12.6 µM. SteadyGlo, 24 h;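 active = mean replicate inhibition at least 60% with every replicate also reaching 60%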;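 note: luciferase light reporting Pax8 driven TPO promoter activity; plate controls were median of neutral control wells for no effect and mitoxantrone controls for full effect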
EWS-Fli block: EWS/Fli-driven NR0B1 reporter inhibitors, primary screen, A673 cells, NR0B1 luciferase, luminescence, MLPCN library; viability-normalised; inhibition, % at 12.6 µM; 350,000 tested, 0.67% active; AID 651661, 2012;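 active = mean inhibition of at least 50% after viability correction, with every replicate also passing that limit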;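 note: firefly luciferase signal divided by Alamar Blue viability fluorescence both relative to DMSO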
PglD inh: C. jejuni PglD acetyltransferase inhibitors, primary screen, biochemical, DTNB colorimetric, single point | UDP-N-acetylbacillosamine N-acetyltransferase PglD (Campylobacter jejuni) | purified PglD enzyme, DTNB colorimetric CoA detection | inhibition, % at 12.5 µM | 360,000 tested, 0.098% active; in the data active = inhibition above about 16%, passing the limit was not always enough; note: strong numbers were not always called active
* = called active by the depositor; / = not tested or not shown.

SMILES | PGC1a acetyl inh | ERAP1 inh | LGR2 antag | FN deposition inh | S100A4 MyoIIA | PAX8 reporter | EWS-Fli block | PglD inh
O=C(NCCCN1CCCCC1)c1ccc(CS(=O)c2ccc(Cl)cc2)o1 (centres undefined) | -1 | 3 | -5 | 20 | 6 | -1 | / | -1
Cc1noc(C)c1-c1ccc(C(=O)NCc2ccco2)c2occc12 | -18 | 4 | 9 | 1 | -3 | / | -2 | 0
CCCC#Cc1ccc2c(c1)O[C@H](CN(C)C(=O)c1ccccc1F)[C@H](C)CN([C@@H](C)CO)S2(=O)=O | -4 | 2 | 16 | -4 | 10 | / | 13 | -2
O=C(OCCOc1ccc(F)cc1)c1ccc(S(=O)(=O)N2CCCC2)cc1 | -5 | -4 | 1 | -1 | -2 | 1 | -2 | 0
C[C@@H]1CN([C@H](C)CO)C(=O)c2cc(NS(=O)(=O)c3cn(C)cn3)ccc2O[C@H]1CN(C)Cc1ccc(-c2ccccc2)cc1 | -2 | -1 | 8 | 0 | -83 | -1 | 10 | -2
CC(C)NC(=O)Nc1ccc2c(c1)CC(=O)N([C@@H](C)CO)C[C@@H](C)[C@H](CN(C)C(=O)NC1CCCCC1)O2 | 0 | -2 | 3 | / | 6 | -20 | / | 1
O=C(OCc1ccc([N+](=O)[O-])cc1)c1ccccn1 | -9 | 0 | / | 7 | 0 | 14 | 5 | -3
CSc1cccc(NC(=S)N(CCCN2CCC(C)CC2)Cc2cccs2)c1 | -7 | 1 | 7 | -5 | 2 | 9 | 9 | 1
CC(=O)Nc1ccc(S(=O)(=O)NCCC(=O)Nc2ccc(C)c(Cl)c2)cc1 | -2 | 1 | 3 | -4 | 3 | 9 | 8 | 6
Cc1cccc(C)c1NC(=O)CN(C)C(=O)c1ccc2c(=O)n3c(nc2c1)CCC3 | 11 | 1 | 0 | / | -2 | -13 | -1 | 0
COCC(=O)Nc1ccc2c(c1)C(=O)N(C)C[C@@H](OC)[C@H](C)CN(C(=O)c1cnccn1)[C@H](C)CO2 | 4 | 0 | -8 | -2 | -1 | / | -14 | -2
O=C(N/N=C/c1cc([N+](=O)[O-])ccc1O)C12CC3CC(CC(C3)C1)C2 | / | -4 | 7 | -1 | -2 | -3 | 17 | /
CC1=C(C(=O)N(C(C)C)C(C)C)CC(CC(=O)NCc2ccco2)C(=O)N1CCCN1CCCC1=O (centres undefined) | -7 | 0 | 5 | 4 | 4 | 8 | -3 | 4
O=C(COc1ccccc1)Nc1nnc(-c2ccco2)o1 | 1 | -2 | 7 | 2 | -2 | 4 | -1 | 0
C[C@@H]1CN([C@@H](C)CO)S(=O)(=O)c2ccc(-c3ccncc3)cc2O[C@@H]1CN(C)Cc1ccc(Oc2ccccc2)cc1 | -5 | 2 | 6 | 13 | 6 | / | 33 | -3
O=C1CCCc2c1ccc1ccccc21 | 12 | -5 | -5 | -1 | 7 | -63 | -11 | -1
COCC(=O)Nc1ccc2c(c1)OC[C@@H](C)N(C(=O)Nc1ccccc1F)C[C@@H](C)[C@H](OC)CN(C)C2=O | -2 | / | 19 | 4 | / | -7 | -7 | 3
Cc1cc2nc(-c3ccc(SCC(=O)Nc4ccc(S(=O)(=O)N5CCCC5)cc4)nc3)[nH]c2cc1C | / | / | -57 | -3 | / | -80 | / | -1
COc1cccc(CNC(=O)CCNS(=O)(=O)c2ccc(C)cc2)c1 | 30 | 2 | -10 | -7 | 15 | -1 | 0 | -1
CC1=C(C(=O)Nc2ccccc2)C(c2cccs2)n2nnnc2N1 (centres undefined) | -9 | 8 | 9 | / | -3 | / | 13 | -6
Cc1ccccc1S(=O)(=O)NCC[C@H]1CC[C@@H](NC(=O)C2CCCC2)[C@H](CO)O1 | 0 | 1 | 2 | 2 | 25 | 7 | 6 | 1
O=C(Cn1cnc2ccccc21)Nc1ccc2c(c1)OCCCO2 | -4 | 0 | 8 | -24 | 0 | -28 | -5 | 1
C[C@@H]1CN([C@H](C)CO)S(=O)(=O)c2ccc(C#CC3CCCC3)cc2O[C@@H]1CN(C)Cc1ccccc1C(=O)O | -6 | / | 15 | / | -2 | -19 | 4 | -2
CCN(CC)C(=O)CSc1nc(O)c(Cc2ccccc2)c(=O)n1-c1ccccc1 | -7 | / | / | -8 | / | 1 | / | -3
O=C(COC(=O)CNC(=O)c1ccc(Cl)cc1Cl)NNC(=O)c1ccccc1F | -2 | 5 | -28 | -7 | -2 | -1 | 0 | 1
CC(C)S(=O)(=O)c1csc(C(=O)NNC(=O)Nc2ccccc2)c1Cl | 0 | 0 | 0 | 3 | 0 | 6 | -2 | 8
COC(=O)c1[nH]c2ccc(F)cc2c1NC(=O)CCN1CC(C)OC(C)C1 (centres undefined) | -19 | / | / | 0 | / | 2 | / | 2
COc1ccc2c(c1)c(C(C)=O)c(C)n2-c1ccccc1OC | 3 | 5 | 5 | -4 | -2 | 24 | 0 | /
Cc1cccc(NC(=O)CN2CCN(C(=O)c3cc(C4CC4)nn3-c3ccccc3)CC2)c1C | 7 | -1 | 5 | -6 | -6 | 1 | 1 | -2
Cc1nn(CCCC(=O)Nc2nccs2)c(C)c1[N+](=O)[O-] | 0 | -1 | / | 5 | 1 | -1 | 4 | 4
Cc1ccc(CNC(=O)CCCN2C(=S)NC(C)(C)CC2C)cc1 (centres undefined) | -4 | 4 | 11 | -3 | -6 | -3 | 7 | /
CN(C)C(=O)c1ccc(-c2ccc([C@H]3[C@@H](C#N)N(C(=O)C4CCOCC4)[C@H]3CO)cc2)cc1 | 9 | -1 | -9 | 1 | 6 | -11 | -13 | 0
CO[C@@H]1CN(C)C(=O)c2ccc(NS(C)(=O)=O)cc2OC[C@H](C)N(C(=O)C2CCOCC2)C[C@H]1C | -2 | 0 | 3 | 0 | 4 | / | -1 | 3
C/C(=N\NC(=O)C1(C)CC1(Br)Br)c1cccc(NC(=O)C2CCC2)c1 (centres undefined) | -3 | -1 | 13 | 8 | -15 | 38 | 3 | /
O=CNC(Cc1ccccc1)C(=O)O (centres undefined) | -7 | / | / | 11 | / | 7 | / | -7
CC(=O)c1cccc(CN2CCN(C3CCCC3)C(CCO)C2)c1 (centres undefined) | / | / | -19 | 10 | -6 | 12 | 3 | /
CCOC(=O)N1CCN(C(=O)C2CCN(S(=O)(=O)c3cc(Cl)ccc3OCC)CC2)CC1 | 1 | 1 | -3 | 2 | -7 | 23 | 3 | 3
COc1ccc(C(=O)CSc2nnc(-c3ccco3)o2)cc1 | -12 | 3 | / | -3 | 1 | 12 | 11 | /
CCCNC(=O)C1(C)CCN(C(=O)/C=C/c2ccccc2)C1 (centres undefined) | 7 | -2 | 3 | -11 | -5 | -1 | -1 | -3
Cc1ccc(S(=O)(=O)Nc2ncc(C(F)(F)F)cc2Cl)cc1 | / | -1 | 15 | -7 | 4 | 6 | 10 | /
CCOc1ccc(NC(=S)C(C#N)=C2N(C)c3ccccc3N2C)cc1 | / | / | 8 | 3 | 5 | 10 | 9 | 1
COc1cc(C2C(C(=O)c3ccc(C)o3)=C(O)C(=O)N2Cc2cccnc2)ccc1O (centres undefined) | -7 | / | / | 0 | 7 | / | / | -2
Cc1cc(C)cc(Nc2cc(C)nc3nc(C)nn23)c1 | 4 | -1 | -1 | -1 | 0 | 2 | 10 | 1
Cc1ccc(-c2nnc3sc(C4COc5ccccc5O4)nn23)cc1 (centres undefined) | 9 | -1 | -10 | / | 2 | / | -1 | 5
COCC(=O)N(C)C[C@@H]1Oc2ncc(C#Cc3ccncc3)cc2C(=O)N([C@@H](C)CO)C[C@@H]1C | -8 | 1 | -1 | / | -9 | / | -8 | 7
CC(=O)C[C@H](O)CC(=O)[C@@H]1OC(=O)[C@@H](C)C/C=C\Cc2ccccc21 | 18 | -4 | 11 | -7 | -6 | -2 | -1 | -1
CC(=O)NC(Cc1ccccc1)C(=O)N1CCN(C(=S)NCC(C)C)CC1 (centres undefined) | -7 | -1 | -14 | -1 | -6 | 7 | 4 | /
CO[C@H]1CN(C)C(=O)c2ccc(NC(=O)C3CC3)cc2OC[C@H](C)N(Cc2ccncc2)C[C@H]1C | / | -1 | -9 | 1 | 3 | 13 | 13 | 1
CSCCC(=O)Nc1nc(-c2ccccn2)cs1 | / | 3 | 9 | / | 1 | 8 | 22 | /
CO[C@H]1CN(C)C(=O)c2ccc(NC(=O)NC(C)C)cc2OC[C@H](C)N(CC2CC2)C[C@H]1C | -7 | / | -3 | / | 0 | -3 | 0 | /
CC1CCN(S(=O)(=O)c2cccc(S(=O)(=O)N3CCCC3)c2)CC1 | / | -2 | -8 | 0 | -13 | -6 | 11 | -6
COC(=O)c1sccc1NC(=O)c1ccccc1 | / | -1 | 1 | -17 | -2 | 32 | 2 | /
O=[N+]([O-])c1cc(S(=O)(=O)N2CCCC2)ccc1NCCCN1CCOCC1 | -1 | -1 | 8 | 3 | -2 | 5 | -19 | -5
Cc1cccc(-n2c(N)cc(=O)nc2SCC(=O)Nc2cc(C)on2)c1 | 1 | / | / | -12 | / | 27 | / | 0
Cc1ccc(-n2ncc3c2CC(C)(C)CC3NC(=O)CCCN2CCCC2=O)cc1 (centres undefined) | -1 | -3 | -2 | -7 | -6 | 8 | 1 | 4
CC(C)NC(=O)Nc1ccc2c(c1)C(=O)N([C@@H](C)CO)C[C@@H](C)[C@@H](CN(C)C(=O)C1CCCCC1)OCCCC[C@H](C)O2 | 38 | 3 | 5 | -4 | 1 | 2 | -6 | 0
CC(=O)c1cccc(-c2ccnc3c2CC(C(=O)Nc2cccc(N(C)C)c2)O3)c1 (centres undefined) | / | -5 | -12 | 3 | -8 | 30 | 8 | -2
CCC(=O)N(Cc1cc2ccc(C)cc2[nH]c1=O)c1ccccc1OC | / | -2 | -15 | 0 | -5 | 12 | 8 | 6
Cc1ccc(S(=O)(=O)N2C[C@H]3[C@H]4C(=O)N(C)C(=O)[C@H]4CC(=O)[C@H]3[C@@H]2c2ccccc2Cl)cc1 | -4 | 3 | -3 | 4 | -17 | -1 | -11 | -3
CCCCN1CCCCC1C(=O)Nc1c(C)cc(C)cc1C (centres undefined) | -1 | / | / | 4 | / | 13 | / | -1
O=C(OCn1nnc2ccccc2c1=O)c1cccnc1Cl | 8 | / | 0 | -1 | / | / | / | 0

3 entries drawn at random from those above:
SMILES | PGC1a acetyl inh | ERAP1 inh | LGR2 antag | FN deposition inh | S100A4 MyoIIA | PAX8 reporter | EWS-Fli block | PglD inh
CCCCN1CCCCC1C(=O)Nc1c(C)cc(C)cc1C (centres undefined) | -1 | / | / | 4 | / | 13 | / | -1
O=C(OCn1nnc2ccccc2c1=O)c1cccnc1Cl | 8 | / | 0 | -1 | / | / | / | 0
CCC(=O)N(Cc1cc2ccc(C)cc2[nH]c1=O)c1ccccc1OC | / | -2 | -15 | 0 | -5 | 12 | 8 | 6

High-throughput results as filed in PubChem.
